PvdQ inh = blocks Pseudomonas aeruginosa PvdQ acylase activity | inhibition, % at 10 µM | actives 0.063% (n = 340,000) | AID 488965 | purified PvdQ acylase, fluorescence plate reader; in the data active = inhibition above about 30%, passing the limit was not always enough; inconclusive = no clear call, values can overlap the other calls;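 also: 0% = vehicle neutral wells and 100% = reference inhibitor wells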
V-ATPase pH = alters yeast V-ATPase proton transport | response, % at 10 µM | actives 0.37% (n = 350,000) | S. cerevisiae, pHLuorin cytosolic pH fluorescence; in the data active = response mostly above about 7.3%, no sharp cut-off; inactive = mostly below about 5.4%; also: actives read high; inactives centre near 0; some compounds called inactive have numbers as strong as hits; reference of the scale not given here
Wnt bcat act = activates Wnt/beta-catenin signaling in a reporter cell assay | actives 1.2% (n = 300,000) | activator, plate reader | AID 743398 | activation, % at 9.35 µM; in the data active = activation above about 30%, passing the limit was not always enough; inconclusive = no clear call, values can overlap the other calls;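 also: 0% = neutral control wells and 100% = positive control wells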
dFosB act = enhances mouse delta FosB homodimer DNA binding; purified delta FosB, TAMRA-CDK5 oligo fluorescence polarization; percent of positive-control signal above neutral wells; activation, % at 25 µM; actives 0.99% (n = 340,000); AID 493131;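 active = mean activation above about 17%, with every replicate also reaching it, limit read from the data, passing the limit was not always enough; inconclusive = only one of the two conditions met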;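 also: fluorescence polarization rise as delta FosB binds a TAMRA Cdk5 AP-1 oligo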
MITF act = increases MITF-driven TRPM1 promoter luciferase signal | actives 0.75% (n = 300,000) | AID 588334 | activation, % at 12.5 µM | SK-MEL-5 TRPM1-promoter luciferase, 24 h; % of positive control, neutral wells = 0;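 active = mean activation of at least 80% with every replicate also reaching 80%; inconclusive = mean reaches 80% but some replicate falls short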;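 also: 0% = neutral control wells and 100% = parthenolide positive control wells; values of inactives mirror those of a sister screen read the other way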
NSD2 HMT inh = inhibitors of human histone methyltransferase NSD2; O96028; NSD2 peptide methylation, AlphaScreen, 120 min; inhibition, % at 12.5 µM; actives 0.54% (n = 310,000); AID 743445; in the data active = inhibition above about 50%
Target sequence (O96028 whole entry, looked up): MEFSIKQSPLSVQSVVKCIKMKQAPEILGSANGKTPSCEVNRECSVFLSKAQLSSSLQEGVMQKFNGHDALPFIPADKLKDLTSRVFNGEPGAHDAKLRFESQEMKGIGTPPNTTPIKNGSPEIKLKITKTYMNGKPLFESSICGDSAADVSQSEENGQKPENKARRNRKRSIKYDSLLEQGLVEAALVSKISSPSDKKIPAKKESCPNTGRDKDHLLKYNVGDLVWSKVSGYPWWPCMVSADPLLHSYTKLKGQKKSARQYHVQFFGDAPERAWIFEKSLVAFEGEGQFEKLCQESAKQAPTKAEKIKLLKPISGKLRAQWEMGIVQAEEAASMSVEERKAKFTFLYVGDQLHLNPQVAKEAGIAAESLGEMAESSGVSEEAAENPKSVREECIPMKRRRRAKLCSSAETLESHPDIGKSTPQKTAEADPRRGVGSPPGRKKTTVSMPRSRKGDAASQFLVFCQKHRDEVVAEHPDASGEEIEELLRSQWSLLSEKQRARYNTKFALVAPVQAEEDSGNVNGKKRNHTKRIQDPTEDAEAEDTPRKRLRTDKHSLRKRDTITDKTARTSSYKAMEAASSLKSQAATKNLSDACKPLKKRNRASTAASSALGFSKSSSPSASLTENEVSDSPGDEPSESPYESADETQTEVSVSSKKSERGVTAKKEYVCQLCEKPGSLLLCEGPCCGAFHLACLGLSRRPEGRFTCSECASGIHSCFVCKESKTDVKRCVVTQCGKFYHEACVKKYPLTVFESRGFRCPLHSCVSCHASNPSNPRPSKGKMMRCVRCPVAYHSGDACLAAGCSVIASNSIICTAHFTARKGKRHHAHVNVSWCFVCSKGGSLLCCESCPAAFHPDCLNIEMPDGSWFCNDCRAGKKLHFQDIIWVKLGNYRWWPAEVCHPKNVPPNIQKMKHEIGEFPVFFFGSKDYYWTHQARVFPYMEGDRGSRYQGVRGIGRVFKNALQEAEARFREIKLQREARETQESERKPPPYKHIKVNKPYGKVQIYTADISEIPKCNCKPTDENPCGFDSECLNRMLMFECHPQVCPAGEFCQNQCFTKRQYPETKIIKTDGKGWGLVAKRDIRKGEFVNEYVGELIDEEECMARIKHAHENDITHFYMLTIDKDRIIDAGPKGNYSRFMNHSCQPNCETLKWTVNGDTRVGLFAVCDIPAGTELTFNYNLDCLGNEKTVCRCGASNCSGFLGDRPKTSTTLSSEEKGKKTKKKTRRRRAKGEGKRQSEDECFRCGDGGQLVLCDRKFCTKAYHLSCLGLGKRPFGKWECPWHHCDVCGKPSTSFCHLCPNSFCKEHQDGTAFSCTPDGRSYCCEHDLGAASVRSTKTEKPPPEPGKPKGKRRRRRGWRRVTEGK
CDK5 inh = CDK5/p35 (human) kinase inhibition | Recombinant CDK5/p35, ADP-Glo luminescence, 60 min | inhibition, % at 10 µM | actives 0.01% (n = 330,000);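 active = highest replicate inhibition of at least 50% and at least 75% of replicates reaching 50%; inconclusive = only one of the two criteria met; inactive = both criteria failed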;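 also: plate controls were DMSO neutral control for no effect and GW8510 at 10 µM for full effect; many of its hits are not listed in these tables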
HTR5A ag = HTR5A agonism, opioid heterodimer counter-screen. P47898. activation, % at 9.3 µM. HTR5A agonist assay, luminescence, cell-based. actives 0.61% (n = 340,000). AID 504692; in the data active = activation mostly above about 9.5%, no sharp cut-off; inactive = mostly below about 7.6%;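 also: 0% = cells with vehicle only and 100% = reference agonist; strong numbers were not always called active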
SR-BI HDL uptake = inhibitors of mouse SR-BI mediated HDL lipid uptake | ldlA[mSR-BI] CHO cells, DiI-HDL uptake fluorescence, 3 h | Q61009 | actives 0.96% (n = 320,000) | inhibition, % at 12.5 µM;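 active = mean replicate inhibition of at least 70% and a set share of replicates each scoring 70 or more; inconclusive = meets just one of the two criteria; inactive = fails both criteria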;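 also: 0% = median of neutral control wells and 100% = median of positive control wells; values of inactives mirror those of a sister screen read the other way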
HTR5A inv ag = HTR5A inverse agonism, opioid heterodimer counter-screen; P47898; inhibition, % at 9.3 µM; HTR5A cell line, luminescence; actives 0.083% (n = 340,000); in the data active = inhibition mostly above about 23%, no sharp cut-off; inactive = mostly below about 18%;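 also: 0% = cells with DMSO and 100% = no-cell wells with DMSO; some compounds called inactive have numbers as strong as hits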
* hit, by the source's call; ? = inconclusive; / = not tested or not shown.

SMILES | PvdQ inh | V-ATPase pH | Wnt bcat act | dFosB act | MITF act | NSD2 HMT inh | CDK5 inh | HTR5A ag | SR-BI HDL uptake | HTR5A inv ag
CCC(CC)NC(=O)c1ccc(NS(=O)(=O)c2ccc3[nH]c(=O)[nH]c3c2)cc1 | -8 | -1 | -3 | -6 | 7 | -3 | 0.5 | 1 | -2 | -15
CCOc1ccc(CCNC(=O)COC(=O)c2cccc(S(=O)(=O)N3CCOCC3)c2)cc1OCC | -8 | 0 | -4 | -4 | -8 | -3 | -0.7 | 0 | 23 | 1
COc1cc2nc(-c3ccccc3)nc(N3CCCC3)c2cc1OC | 3 | / | 0 | / | / | 8 | / | / | 46 | /
O=C(O)C(Cc1c[nH]c2ccccc12)NS(=O)(=O)c1ccccc1 (centres undefined) | -10 | -1 | / | 7 | -6 | 0 | -1.6 | -2 | -3 | -17
CC(/C=N/N1C(=O)CSC1=S)=C\c1ccccc1 | 1 | 7 | 7 | 6 | 3 | -2 | -0.7 | -4 | -6 | 10
CNC(=O)Nc1ccc2snnc2c1 | -4 | -2 | -2 | -3 | 3 | / | 0.4 | 0 | 0 | 1
O=S1(=O)CCO[C@H]2Cc3ccccc3[C@H]2N1Cc1ccccc1Br | -11 | 4 | 1 | -13 | 7 | / | -0.5 | 1 | 33 | 5
O=C(CCCN1C(=O)c2ccccc2C1=O)NC1CCCCCC1 | -8 | 0 | / | 2 | -2 | 22 | 0.1 | -1 | 12 | 14
N#Cc1cc2cc3ccccc3nc2n2c(=O)c3ccccc3nc12 | -9 | -85 | 0 | -3 | -8 | 1 | -0.7 | 3 | -9 | -8
COc1cccc(CNCc2ccco2)c1O | -8 | -1 | -1 | -7 | / | 0 | 0.5 | 0 | -23 | 0
COc1ccccc1C(CNC(=O)c1ccc(NS(=O)(=O)c2ccc3c(c2)OCCO3)cc1)N(C)C (centres undefined) | -6 | 4 | -5 | -6 | 15 | 1 | -0.3 | 2 | 16 | -3
Cc1ccc2nc(NCc3ccccc3)c(C=NCc3cccnc3)c(=O)n2c1 | 3 | 1 | -2 | -23 | 14 | 2 | 0.9 | 1 | / | -2
CCC(C)(C)NC(=O)C(Sc1ccccc1)c1ccccc1 (centres undefined) | -10 | -3 | 0 | -4 | 1 | / | 0.1 | -1 | -15 | 12
Cc1ccc(S(=O)(=O)NCCCNc2ccc([N+](=O)[O-])cc2)cc1 | -13 | 0 | -2 | -2 | -1 | 6 | -1.7 | -5 | 0 | 12
Nc1c(Cl)ncnc1N/N=C/c1ccnc2ccccc12 | -13 | 1 | 8 | -1 | 57 | -1 | 1.9 | -3 | 22 | -5
CCOC(=O)c1ccc(COC(=O)c2ccc(-c3nnc(-c4ccccc4)o3)cc2)o1 | 0 | 0 | 2 | -7 | / | 0 | -0.7 | -6 | -7 | 16
CCC(C)NC(=S)Nc1ccccc1OC (centres undefined) | 7 | -5 | 2 | 3 | -1 | 2 | 0.3 | 1 | -18 | -3
Cc1ccc(C(=O)c2c3ccc([N+](=O)[O-])cc3[n+]([O-])n2CCCC(N)=O)cc1 | 2 | 7 | 3 | -9 | -28 | / | -1.6 | 17* | 13 | -43
Cc1c([N+](=O)[O-])c(C(=O)Sc2ccc(Br)cc2)nn1C | -9 | -3 | 1 | -11 | / | 2 | -0.1 | 2 | -16 | 10
CCc1ccccc1NC1=NCC(=O)N1Cc1ccc(OC)cc1 | 0 | -8 | -2 | 0 | -2 | -5 | -0.6 | -1 | 18 | -22
COC(=O)c1ccc(OCc2nn[nH]n2)cc1 | -7 | -3 | -6 | 4 | / | -2 | -0.1 | 5 | 2 | -20
CCOc1ccc(NC(=O)[C@@H](NC(=O)c2ccccc2)[C@@H](C)CC)cc1 | -13 | 3 | / | -9 | 6 | -3 | 1.2 | 9 | -9 | -33
N=c1c(C(=O)NC2CCCCC2)cc2c(=O)n3ccccc3nc2n1CC1CCCO1 (centres undefined) | -62 | -15 | -1 | -16 | -4 | 8 | 2.5 | -4 | -15 | 9
Cc1ccc(C)c(NC(=O)c2cnn3ccccc23)c1 | -4 | -5 | 4 | -5 | 19 | / | 0.5 | -6 | -18 | 15

3 successive records out of the list so far, for reference:
SMILES | PvdQ inh | V-ATPase pH | Wnt bcat act | dFosB act | MITF act | NSD2 HMT inh | CDK5 inh | HTR5A ag | SR-BI HDL uptake | HTR5A inv ag
CCC(C)(C)NC(=O)C(Sc1ccccc1)c1ccccc1 (centres undefined) | -10 | -3 | 0 | -4 | 1 | / | 0.1 | -1 | -15 | 12
Cc1ccc(S(=O)(=O)NCCCNc2ccc([N+](=O)[O-])cc2)cc1 | -13 | 0 | -2 | -2 | -1 | 6 | -1.7 | -5 | 0 | 12
Nc1c(Cl)ncnc1N/N=C/c1ccnc2ccccc12 | -13 | 1 | 8 | -1 | 57 | -1 | 1.9 | -3 | 22 | -5

Further entries:
SMILES | PvdQ inh | V-ATPase pH | Wnt bcat act | dFosB act | MITF act | NSD2 HMT inh | CDK5 inh | HTR5A ag | SR-BI HDL uptake | HTR5A inv ag
Cc1ccccc1/C=N/NC(=O)c1cccnc1 | 9 | 4 | -1 | 3 | 6 | -3 | -0.4 | -4 | -3 | 14
CCc1nc(OCc2ccco2)c2sc3nc4c(cc3c2n1)COC(C)(C)C4 | -14 | 1 | -2 | -22 | / | 0 | 0.1 | -5 | 7 | 12
O=[N+]([O-])c1cccc(/C=C/c2ccc3cccc(O)c3n2)c1 | -6 | 2 | -3 | 7 | 7 | 41 | -0.1 | 2 | 37 | -8
CCOc1cc(/C=C2/NC(=O)NC2=O)cc(Br)c1OCc1ccc(C(=O)O)cc1 | -13 | -1 | 0 | -18 | -7 | 1 | -3.5 | -2 | 3 | 5
O=C(C1CCCN(S(=O)(=O)c2cccc3cccnc23)C1)N1CCN(c2ccccc2F)CC1 (centres undefined) | 11 | -1 | -3 | 5 | 1 | / | -0.2 | 4 | -7 | -12
CCCCOc1ccccc1N1CCN(CCCN2C(=O)C3CCCN3C2=O)CC1 (centres undefined) | -20 | -1 | 0 | 2 | / | -1 | 2.3 | -1 | -3 | 3
O=C(O)CC(c1ccccc1)N1C(=O)c2cccc([N+](=O)[O-])c2C1=O (centres undefined) | 2 | -4 | -1 | 3 | 3 | 1 | 0.3 | -4 | -3 | 15
OCCNc1nc(-c2cccnc2)nc2ccccc12 | -14 | -3 | / | -14 | 5 | 1 | 1.1 | -3 | -28 | 7
O=[N+]([O-])c1ccc(N/N=C/c2c[nH]c3ccccc23)c(S(=O)(=O)Nc2ccc(Cl)cc2)c1 | -2 | 3 | / | 8 | -7 | -1 | 0.8 | -3 | 94* | -7
O=C(c1ccco1)N(Cc1nc2ccccc2c(=O)[nH]1)C1CCCC1 | 1 | -3 | / | -4 | -2 | 0 | -0.9 | -1 | -18 | 6
COc1ccccc1-c1cnn2c(NCCc3ccccc3)cc(C)nc12 | -20 | 2 | 8 | -5 | 75 | -8 | 0.2 | -3 | 24 | 11
Cn1c(Cn2c(=O)sc3ccccc32)nnc1SCc1cccnc1 | 11 | -3 | -3 | -2 | 7 | / | 0.6 | 2 | -5 | -6
COCCNCC(=O)C12CC3CC(CC(C3)C1)C2 | -12 | 1 | -4 | -2 | -4 | 10 | 1.9 | -2 | -17 | 11
O=C(O)CCc1ccc(-c2cccs2)n1CCc1ccccc1 | 10 | 2 | 0 | -5 | -6 | 4 | 0.7 | -1 | 15 | 29
O=c1oc2ccccc2cc1-c1nc2c(s1)CCc1ccccc1-2 | -6 | 0 | / | -10 | -5 | -4 | 3.2 | -5 | 16 | 20
CCn1c(SCC(=O)O)nnc1-c1ccc(S(=O)(=O)N2CCCC2)cc1 | -4 | 0 | -2 | 0 | -9 | / | 1.0 | 2 | -17 | -5
COc1ccc(OC)c(S(=O)(=O)NCc2ccc(N3CCN(C)CC3)cc2)c1 | -10 | 2 | -1 | -9 | 12 | 10 | 2.3 | -3 | -5 | -30
O=C1C2CC=CCC2C(=O)N1c1n[nH]c(Cc2ccccc2)n1 (centres undefined) | -15 | 2 | 3 | 0 | -7 | / | 1.2 | -2 | -43 | -15
COc1nc(N(C)S(=O)(=O)c2ccc(C)cc2)nc(C)c1Cl | 1 | -4 | / | 0 | 1 | 1 | 0.5 | 1 | 19 | 5
O=C(Cc1nc2ccccc2[nH]1)N/N=C/c1ccccc1 | -1 | 5 | -4 | 0 | 6 | -6 | -4.8 | -1 | -17 | 9
Cc1nn(CC(=O)Nc2ccc3c(c2)nc2n3CCOC2)c(=O)c2ccccc12 | -6 | 0 | / | -16 | -2 | -16 | -3.0 | -3 | -11 | 7
O=S(=O)(c1ccc(F)cc1)N1CCN(CCOc2ccccc2)CC1 | -10 | 3 | -5 | -1 | -1 | -2 | 0.5 | 1 | -9 | -4
Cc1cc(C)n2ncc(/C(N)=N/OC(=O)c3ccccc3F)c2n1 | 2 | 0 | 38* | -9 | ? | -2 | 0.3 | 4 | -8 | 4
O=C(O)C1CCN(c2ccc(S(=O)(=O)N3CCC(C(=O)O)CC3)cc2[N+](=O)[O-])CC1 | -17 | 2 | -3 | 2 | 1 | -3 | -2.4 | -5 | -16 | 9
COc1cc(NC(=S)NN2CCN(C)CC2)cc(OC)c1OC | -12 | -2 | -7 | -6 | 5 | -2 | 0.3 | 1 | -21 | 7
CCOc1ccc(OCCOCCOc2c(Cl)cccc2Cl)cc1 | -4 | 0 | / | 7 | 3 | -3 | 2.8 | -8 | -9 | 19
CC(=O)CC(c1ccccc1)S(=O)(=O)c1ccc(C)cc1 (centres undefined) | 5 | -5 | -4 | -6 | 7 | 2 | -0.2 | 2 | -33 | -12
CCC(Sc1nnnn1-c1ccccc1)C(=O)Nc1nc2ccccc2s1 (centres undefined) | -12 | -1 | / | 1 | -10 | -2 | 0.8 | 2 | 9 | -5
CC(=O)OC(C)=O | -17 | -2 | 1 | 0 | 3 | / | 0.5 | 2 | -5 | -7
COc1ccc(NC(=O)CN2C(=O)c3ccccc3S2(=O)=O)cc1S(=O)(=O)N1CCOCC1 | 8 | -3 | -4 | -13 | 0 | 0 | -1.8 | -2 | -14 | 4
Cc1[nH]nc2c1C(c1ccc(N(C)C)cc1)C1=C(CC(C)(C)CC1=O)N2 (centres undefined) | -5 | 2 | 0 | 0 | 12 | 6 | 0.0 | 0 | 19 | -46
COc1ccc(S(=O)(=O)N2CCSCC2)cc1 | 9 | 2 | 0 | -3 | / | -1 | 0.9 | -4 | -22 | 16
COc1ccc(NC(=O)CCCn2c(=O)[nH]c3ccccc3c2=O)cc1 | -1 | 3 | 4 | 3 | / | -2 | 0.4 | 0 | 6 | 6
O=C(Nc1ccccc1N1CCOCC1)C1=NN(c2c(F)c(F)cc(F)c2F)C(=O)CC1 | -16 | -8 | 2 | -10 | -8 | -4 | 0.3 | 4 | -7 | -4
Cc1ccc(Cn2ccc(NC(=O)c3cc4nc(-c5ccco5)cc(C(F)(F)F)n4n3)n2)cc1 | -15 | 2 | -2 | 1 | -6 | 4 | -0.2 | 4 | -16 | -20
c1ccc2c(c1)OCC(CNc1ncnc3sccc13)O2 (centres undefined) | 6 | 1 | 2 | -4 | -1 | -1 | 0.3 | 1 | 14 | -3
Cc1c(C(=O)O)nnn1-c1nonc1N | -4 | 2 | -2 | 2 | -2 | -4 | -4.4 | 1 | -252 | -3
Cc1ccc(CS(=O)(=O)c2cn(CC(=O)Nc3ccon3)c3ccccc23)cc1 | -8 | 2 | -3 | -10 | 3 | 7 | -0.8 | 3 | 24 | -9

Assay outcomes as filed in PubChem BioAssay.
